Source: PubChem BioAssay (National Center for Advancing Translational Sciences (NCATS))
ERK EGF block: qHTS Assay for Inhibitors of the ERK Signaling Pathway using a Homogeneous Screening Assay; Stimulation with EGF; 130,000 compounds, 0.41% hits; HEK293-V1b, EGF-stimulated phospho-ERK AlphaScreen; Potency, µM (titrated, usually from 11.5 µM), for the others: top-dose activity change, negative = inhibition, hits mostly inhibitors; AID 1454, 2008; active = well fitted inhibition curve with a large enough effect; inconclusive = small, poorly fitted or top-dose-only effect, or effect the other way;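 also: plate controls were stimulated vehicle wells for no effect and unstimulated vehicle basal for full effect; nearly all actives have a fitted effect of over 55% in size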
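Phospho-ERK1/2 measured by AlphaScreen (SureFire) after 5 min 25 nM EGF stimulation of V1b-expressing HEK293 cells preincubated 30 min at 37C with titrated compounds; data scaled to DMSO and EGF controls, Hill-fitted AC50.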
The depositor's hits bear a star; ? = inconclusive; [ ] = dose if it differs, or a comment. Potency is read from the fitted curve at half-maximal effect. An excerpt; rates above refer to the full screens.

| ERK EGF block | smiles |
| --- | --- |
| -6.5% | O=S(=O)(c1ccc2nc(-c3ccccc3)[nH]c2c1)N1CCN(c2ccc(Cl)cc2)CC1 |
| -6.3% | COc1ccc(OC)c(NC(=O)CCN2CCCCCC2)c1 |
| 15.8µM* | CN1\C(=C/C=C/C=C/C=[N+](C)C)C(C)(C)c2ccccc21 |
| -4.6% | CCNC(=O)N1c2ccccc2Sc2ccccc21 |
| 6.8% | CC(C)CN(C(=O)CN1CCC(C)CC1)c1c(N)n(CC(C)C)c(=O)[nH]c1=O |
| 5.0%[57.5 µM] | COc1ccc(C2/C=C\CN(C(=O)C3CCCCC3)CC(=O)N2Cc2ccc(F)cc2)cc1 (stereo not drawn) |
| 0.8% | COc1cccc(NC(=S)NCCc2ccccn2)c1 |
| -1.5% | COc1cccc(Nc2ncc3nc(CCc4ccccc4)c(=O)n(CCC#N)c3n2)c1 |
| -0.7%[57.5 µM] | O=C(NCc1ccccc1C(F)(F)F)C1CC(c2ccccc2C(F)(F)F)=NO1 (stereo not drawn) |
| -5.4%[57.5 µM] | CCOc1ccc(C(=O)Nc2sc3c(c2C(=O)OC)CC(C)(C)NC3(C)C)cc1 |
| -11.2%[57.5 µM] | CCN(CC)Cc1cc2[nH]c3c4ccc(Cl)cc4ncc3c2cc1OC |
| ? | COc1cc(NC(=O)/C=C/c2ccccc2[N+](=O)[O-])cc(OC)c1 |
| 4.6%[57.5 µM] | COc1ccc(/C=C(\NC(=O)c2ccccc2)C(=O)N/N=C/c2cccnc2)cc1 |
| 3.1% | COCCNc1nc(-c2cc(C)c(C)cc2C)cs1 |
| -0.8% | CCCOC1CCCN(Cc2cn(C)nc2-c2ccccc2F)C1 (stereo not drawn) |
| ? | CN(C)c1ccc(-c2nc(Nc3ccncc3)c3ccccc3n2)cc1 |
| 0.2%[57.5 µM] | COc1cc(/C=C/C(=O)Nc2ccc3nc4n(c(=O)c3c2)CCCC4)cc(OC)c1OC |
| -0.7% | COc1ccc(C(C)=O)cc1CSCC(=O)O |
| 7.6% | COc1ccc(C(=O)N/N=C(/C)c2cccc(NC(=O)C(F)(F)F)c2)cc1 |
| 17.5% | CC(C)COP(=O)(CNC(=O)CN1C(=O)c2ccccc2S1(=O)=O)OCC(C)C |
| -11.6%[57.5 µM] | CC(=C\C(=O)O)/C(=C\c1cccc2ccccc12)C(=O)O |
| -0.4% | COc1ccc(Nc2ccccc2C(=O)O)cc1 |
| 5.8% | COc1ccc(/C=C2\SC(=O)N=C2N)cc1 |
| ? | CNc1ccccc1C(C)(C)c1cc(-c2cccc([N+](=O)[O-])c2)no1 |
| -4.4% | O=C(NCC1CCCN(Cc2cccc(C(F)(F)F)c2)C1)c1ccc(F)cc1 (stereo not drawn) |
| -12.5% | O=C(COC(=O)c1cnccn1)NCc1ccc(Cl)cc1 |
| 1.6% | CN1C(=S)SC(N2OC3C(=O)N(c4ccccc4)C(=O)C3C2c2ccccc2)C1(C)C (stereo not drawn) |
| -2.0% | S=c1[nH]cnc2sc(-c3ccccc3)cc12 |
| 3.1% | O=C1CNC(=S)N1CCCn1ccnc1 |
| 0.4% | COc1ccc(CCC(=O)Nc2c(C)n(C)n(-c3ccccc3)c2=O)cc1 |

An excerpt of these results, as comma-separated lines.
Structure,ERK EGF block
COc1ccc(/C=C2\SC(=O)N=C2N)cc1,5.8%
CNc1ccccc1C(C)(C)c1cc(-c2cccc([N+](=O)[O-])c2)no1,?
O=C(NCC1CCCN(Cc2cccc(C(F)(F)F)c2)C1)c1ccc(F)cc1 (stereo not drawn),-4.4%
O=C(COC(=O)c1cnccn1)NCc1ccc(Cl)cc1,-12.5%
CN1C(=S)SC(N2OC3C(=O)N(c4ccccc4)C(=O)C3C2c2ccccc2)C1(C)C (stereo not drawn),1.6%
S=c1[nH]cnc2sc(-c3ccccc3)cc12,-2.0%
O=C1CNC(=S)N1CCCn1ccnc1,3.1%

Additional structures follow.
| ERK EGF block | smiles |
| --- | --- |
| -1.4% | COc1cc(Br)c(C2C(C#N)=C(N)Oc3n[nH]c(-c4cccnc4)c32)cc1OC (stereo not drawn) |
| 6.7% | COCCn1c(SCC(=O)Nc2cc(Cl)ccc2OC)nc2c(c1=O)SC(C)C2 (stereo not drawn) |
| 0.4% | CC(C)NC(=S)NC(=O)/C=C/c1ccc(F)cc1 |
| -0.9%[57.5 µM] | CCc1ccc(-c2nc(CS(=O)CC(=O)O)c(C)o2)cc1 (stereo not drawn) |
| 29.1%[57.5 µM] | Cc1ccc(S(=O)(=O)Nc2cccnc2Oc2ccc(Cl)cc2)cc1 |
| 0.1% | CCOC(=O)C1=C(C)Nc2ccccc2N=C1NC(=O)Cc1ccc(Br)cc1 |
| -0.2% | Cc1cccc[n+]1CC(=O)/C=C1\N(C)c2ccccc2C1(C)C |
| 13.6% | CNC1C(O)C(O[C@H]2C(O)[C@@H](OC3OC(CN)=CCC3N)[C@H](N)C[C@@H]2N)OC[C@]1(C)O (stereo partly drawn) |
| 2.6% | COc1cc(C2c3cc4c(cc3C(OC3OC5COC(C)O[C@@H]5C(O)C3O)C3COC(=O)C23)OCO4)cc(OC)c1O (stereo partly drawn) |
| 0.2% | S=c1[nH]nc(C2CC2)n1Cc1ccccc1 |
| -11.1% | CCSc1nnc(NC(=O)CN2C(=O)C3CC=CCC3C2=O)s1 (stereo not drawn) |
| -14.8% | CCCCN(CC)CCCNC(=S)Nc1ccc2nc3n(c(=O)c2c1)CCCCC3 |
| 5.7%[57.5 µM] | O=C(O)C1=NN(c2ccccc2)C(=O)C1 |
| 0.3% | COC(=O)c1ccccc1-c1ccc(/C=N/NC(=O)c2cc3ccccc3o2)o1 |
| -28.5%[57.5 µM] | CC1(C)Cc2c(sc3nc(C4CC4)n(N)c(=O)c23)CO1 |
| -8.1%[57.5 µM] | Cc1ccc(-n2c(C)cc(/C=C3/SC(=O)N(CC(=O)N4CCOCC4)C3=O)c2C)nc1 |
| 4.9%[57.5 µM] | CCN(CC)CCCN1C=C2C(=O)C(C)(OC(=O)CCc3ccccc3)C(=O)C=C2C=C1c1ccc(C#N)cc1 (stereo not drawn) |
| -10.2%[57.5 µM] | CCCCSc1nc(C(=O)O)cc(=O)[nH]1 |
| -3.2% | COCc1c(C(=O)OC/C(O)=C(\C#N)c2nc3ccccc3[nH]2)oc2ccccc12 |
| 15.7% | O=c1c(-c2ccc(Cl)cc2)nc2cncnc2n1Cc1ccccc1 |
| 3.6% | Cc1cc(C)cc(NC(=O)Cn2nnc3ccccc3c2=O)c1 |
| -0.2% | CCN(CC)S(=O)(=O)c1cc(C(=O)Nc2cccnc2Cl)ccc1Cl |
| -4.6% | CC(Nc1ccccc1CO)C(=O)Nc1cccc(Cl)c1Cl (stereo not drawn) |
| 6.6%[57.5 µM] | CCCCCCCCS(=O)C1CS(=O)(=O)CC1O (stereo not drawn) |
| -0.2% | COc1cccc(N(C(=O)Cn2nnc(-c3ccc(Cl)cc3)n2)C(C(=O)NCC2CCCO2)c2ccc(C)cc2)c1 (stereo not drawn) |
| -7.9%[57.5 µM] | CN(C)CCNc1ncnc2c1sc1nc(N3CCCC3)c3c(c12)CC(C)(C)OC3 |
| -6.0% | CCOc1ccc(C(=O)Nc2cccc(-c3nc4ccccc4[nH]3)c2C)cc1[N+](=O)[O-] |
| -9.7% | Nc1c2c(nc3ccccc13)CCC2 |
| -0.7% | COc1ccc(NC(=O)c2sc3nc(C)nc(N4CCOCC4)c3c2C)c(OC)c1 |
| 3.2% | CCCN(CC(=O)Nc1ccccc1C)C(=O)/C=C/c1cccs1 |
| -0.8% | Clc1ccc(-n2cccc2)cn1 |
| -8.7% | O=C1CC(Nc2ccc(N3CCOCC3)cc2)C(=O)N1Cc1ccccc1 (stereo not drawn) |
| 6.6% | Cc1ccc(C(=O)c2sc3c(c2N)c(=O)[nH]c(=O)n3CCc2ccccc2)cc1 |
| 1.8%[57.5 µM] | CCCCCC(=O)NN1C(=S)N(c2ccc(OC)cc2)C(=O)C1CC(=O)Nc1ccccc1 (stereo not drawn) |
| 39.3% | CC(C)c1ccccc1-n1c(SCC(=O)N2CCc3ccccc3C2)nc2ccccc2c1=O |
| -1.4% | COC(=O)C(Cc1ccccc1)NC(=O)c1cc(S(=O)(=O)N(C)C)ccc1Cl (stereo not drawn) |
| 8.2% | COc1ccc(OC)c(NC(=O)C2C3C=CC(C3)C2C(=O)NCc2cccnc2)c1 (stereo not drawn) |
| -3.2%[57.5 µM] | COc1ccc(C(=O)C2CCCN(C(=O)Cn3nc(C)cc3C)C2)cc1F (stereo not drawn) |
| -5.3% | CC1CCCC(NC(=O)CN(C)S(=O)(=O)c2cnc[nH]2)C1C (stereo not drawn) |
| 4.9% | Cc1ccccc1NC(=O)Nc1nc2ccc(S(C)(=O)=O)cc2s1 |
| ? | Cc1cccc(CCN=c2c([N+](=O)[O-])nn(-c3ccccc3)n2O)c1 |
| 4.9% | CCOc1ccc(CCNC(=O)COC(=O)Cn2cnc3ccccc3c2=O)cc1OCC |
| 0.8% | O=[N+]([O-])c1ccc(N2CCN(S(=O)(=O)c3ccccc3)CC2)c2cccnc12 |
| 12.9%[57.5 µM] | CCN1Cc2c(/C=C/c3ccccc3)nc3ccc(OC)cc3c2N(c2cccc(Cl)c2)C1 |
| -11.7% | CN(C)CCCN(C(=O)c1ccco1)c1nc2ccc(F)cc2s1 |
| 6.9% | CCC(=O)c1cc2c(C)cc(=O)oc2c(C)c1OC(C)=O |
| 1.7% | CC(C)Cn1c(-c2ccc(Br)o2)n[nH]c1=S |
| 5.6% | Cc1cc(C)c(/C([O-])=C(/C(=S)Nc2ccc(SC(F)F)cc2)[n+]2ccccc2)cc1C |
| -1.0% | CCOC(=O)/C(C#N)=C\C1=C(N2CCOCC2)CC(C)(C)OC1 |
| -3.7% | CNC(=O)COc1ccc(C=O)cc1OC |
| 2.8%[57.5 µM] | N/C(=N\OC(=O)Nc1ccccc1)c1ccno1 |
| 8.0%[57.5 µM] | COc1ccc(OCC(=O)C2CC2)c(C#N)c1 |
| -10.6%[57.5 µM] | CC1(/[N+]([O-])=C/c2cccc(Cl)c2)CCCCC1=O (stereo not drawn) |
| 12.2%[57.5 µM] | CN(C1=NC(=O)CS1)c1ccc(O)cc1 |
| -0.7% | COCCNC(=O)c1ccc(CN2CCc3ccccc3C2)cc1 |
| ? | CCOC(=O)c1ccccc1NC(=O)CN1CCC(n2nnc3cc(C(F)(F)F)ccc32)CC1 |
| -4.2% | O=C(NNC(=S)NCc1ccccc1)c1ccc(Br)o1 |
| -3.1% | O=C(CCC(=O)Nc1ccccc1)NCCO |
| 1.5% | C=C(C)CNC(=S)N/N=C/C1=CCC2CC1C2(C)C (stereo not drawn) |
| -8.4% | CC1CCCN(C(=O)c2ccccc2OC2CCN(S(C)(=O)=O)CC2)C1 (stereo not drawn) |

Additional compounds.
| ERK EGF block | smiles |
| --- | --- |
| -0.1%[57.5 µM] | CCOC(=O)c1ccc(N2CCCCC2)c(NS(=O)(=O)c2ccc(C)cc2)c1 |
| -5.2% | Cc1ccc(Cl)cc1-n1c(=O)cc(N2CCN(C(=O)c3ccco3)CC2)[nH]c1=O |
| 10.3%[57.5 µM] | CCOC(=O)c1c(N)c2cc([N+](=O)[O-])ccc2n1C |
| -0.2% | CCOC(=O)CSc1ncnc2c1c(-c1ccccc1)cn2-c1ccc(OC)cc1 |
| -4.6%[57.5 µM] | O=C(O)CCCN1C(=O)/C(=C/c2ccncc2)SC1=S |
| 21.4%[57.5 µM] | Clc1nc2ccccc2cc1-c1nnn(-c2ccccc2)n1 |
| -3.7% | CCOc1cc(/C=N/NC(=O)c2ccc(CSc3nncn3C)cc2)ccc1OCC(=O)N1CCOCC1 |
| -2.3% | C=CCn1c(C)cc(C(=O)COC(=O)c2ccc(N)c([N+](=O)[O-])c2)c1C |
| -2.6%[57.5 µM] | COc1ccc(C[C@H]2CN3C(=NC[C@@H]3Cc3ccc(O)cc3)N2C[C@H](C)NC(=O)c2ccc(C)c(Br)c2)cc1 |
| 3.1% | CC(=O)Cc1nsc(NC(=O)c2ccc(-c3cccc(Cl)c3)o2)n1 |
| -1.9% | CC(=O)c1ccc(Oc2nc(-c3cccnc3)nc3ccccc23)cc1 |
| -4.5% | CC(C)CN1CC2(CCN(S(=O)(=O)c3ccccc3)CC2)C1 |
| -2.8% | CCc1ccc(C2CC(c3ccc(C)cc3)Nc3nc(N)nn32)cc1 (stereo not drawn) |
| -2.8% | CC(C)(C)c1ccc(C(=O)N/C(=C/c2cccs2)C(=O)NCc2ccco2)cc1 |
| -8.1%[57.5 µM] | C=CCN1C=CC(=CC=C(C#N)C#N)C=C1 |
| -3.1% | CC(C)C(NC(=O)OCc1ccccc1)C(=O)NC1CCCCC1 (stereo not drawn) |
| -3.3% | CC(=O)Nc1ccccc1-c1nc2ccccc2nc1OCC(=O)c1ccc(Cl)cc1 |
| 6.9% | COc1ccc2c(c1)O[C@H](c1ccc3c(c1)OCO3)[C@@H](OC(=O)NS(=O)(=O)c1ccc(F)cc1)C2=O |
| -2.3% | O=C(Nc1ccc2c(c1)OCO2)Nc1ccc2c(c1)OCO2 |
| -1.7% | COCCN(CC(=O)NC1CCCCC1)C(=O)CCCC(=O)Nc1ccccn1 |
| -3.1% | COC(=O)c1cn(Cc2ccccn2)c(=O)c2ccccc12 |
| 10.1% | CS(=O)(=O)Nc1ccc(C2=NN(S(C)(=O)=O)C(c3ccccc3)C2)cc1 (stereo not drawn) |
| -1.2% | COc1cc(C(=S)N2CCN(C)CC2)ccc1OCC(=O)NCc1ccccc1 |
| 7.6% | Cc1ccnc(NC(=O)CSc2nnc3c(n2)[nH]c2ccccc23)c1 |
| 7.2%[57.5 µM] | CCO[C@@H]1OC(C(=O)NC2CC2)=C[C@H](c2ccccc2)[C@H]1CCCO |
| ? | Cc1nc2ccccn2c1C(=O)N/N=C/c1cc(C)n(-c2ccc(Br)cc2)c1C |
| -5.7%[57.5 µM] | COc1ccc([N+](=O)[O-])c(OC)c1C(=O)NC(=O)Nc1nc(C)cc(C)n1 |
| 5.5%[57.5 µM] | COc1ccc(CN(C(C)=O)c2ccccc2C(=O)O)cc1 |
